EPAC2 antag: blocks human EPAC2 exchange factor. 360,000 compounds, 0.18% hits. EPAC2 GEF exchange of Rap1B-BODIPY-GDP, fluorescence. Potency, µM (titrated, usually from 114 µM), for the others: at the top dose activity, negative = inhibition, hits mostly inhibitors. Q8WZA2; further: on the % scale 0 is the no-effect control and ±100 the full control effect; nearly all actives have a fitted effect of over 45% in size; many of its hits are not listed in these tables
Target sequence (Q8WZA2 whole entry, looked up): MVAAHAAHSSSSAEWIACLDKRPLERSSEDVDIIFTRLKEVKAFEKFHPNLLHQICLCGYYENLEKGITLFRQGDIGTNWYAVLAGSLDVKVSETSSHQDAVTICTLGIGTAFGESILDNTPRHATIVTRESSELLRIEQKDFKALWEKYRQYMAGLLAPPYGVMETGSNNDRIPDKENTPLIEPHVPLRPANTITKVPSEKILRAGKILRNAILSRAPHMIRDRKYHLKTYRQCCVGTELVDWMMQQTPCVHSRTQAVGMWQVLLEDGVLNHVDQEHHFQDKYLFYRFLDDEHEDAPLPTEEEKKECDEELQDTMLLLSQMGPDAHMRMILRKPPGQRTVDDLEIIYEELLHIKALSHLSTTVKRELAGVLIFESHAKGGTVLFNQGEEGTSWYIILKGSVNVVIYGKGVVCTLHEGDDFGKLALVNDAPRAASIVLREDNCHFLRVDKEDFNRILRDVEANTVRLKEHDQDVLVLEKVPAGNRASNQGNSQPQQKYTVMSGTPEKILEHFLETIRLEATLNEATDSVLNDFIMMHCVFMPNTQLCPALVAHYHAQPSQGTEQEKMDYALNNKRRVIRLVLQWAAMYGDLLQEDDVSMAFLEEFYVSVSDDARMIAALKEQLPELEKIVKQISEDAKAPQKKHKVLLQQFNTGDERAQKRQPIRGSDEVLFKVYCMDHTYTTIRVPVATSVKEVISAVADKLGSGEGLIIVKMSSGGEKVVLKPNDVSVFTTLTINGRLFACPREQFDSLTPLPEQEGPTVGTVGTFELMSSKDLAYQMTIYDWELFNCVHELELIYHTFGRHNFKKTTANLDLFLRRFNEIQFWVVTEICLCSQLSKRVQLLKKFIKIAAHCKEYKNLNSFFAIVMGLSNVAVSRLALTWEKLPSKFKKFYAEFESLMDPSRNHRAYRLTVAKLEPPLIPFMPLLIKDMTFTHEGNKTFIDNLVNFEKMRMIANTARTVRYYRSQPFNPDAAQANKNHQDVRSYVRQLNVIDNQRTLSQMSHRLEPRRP
Nrf2 inh: inhibitors of Nrf2 signaling; A549 ARE-Fluc reporter, luciferase luminescence, 18-24 h; Potency, µM (top dose mostly 46 µM), for the others: at the top dose activity change, negative = inhibition, hits mostly inhibitors; 360,000 compounds, 2.1% hits; further: on the % scale 0 is the no-effect control and ±100 the full control effect; nearly all actives have a fitted effect of over 60% in size
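Nrf2 function is reported as luminescence of an ARE-controlled luciferase in A549 cells. Compounds were tested at several concentrations, and a CellTiter-Fluor read on the same wells flagged cytotoxicity.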
HepG2 tox: counter-screen for TGF-b inhibitors: cytotoxicity in HepG2 cells; HepG2 CAGA-GFP viability, ATP luminescence, 18 h; Potency, µM (highest dose often 46.1 µM), for inactives: at the top dose activity change, negative = cytotoxicity, actives largely listed as cytotoxic; 410,000 compounds, 0.76% hits; AID 588856; further: some results filed as inactive show a strong effect at the top dose
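HepG2 CAGA-GFP cells (1000/well, DMEM with 1% FBS) received compound, then TGF-beta at 500 pg/mL final, and were incubated 18 hours at 37 degrees C. Viability was read by CellTiter-Glo luminescence. Media-only wells were set as complete cell-killing and DMSO as no toxicity.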
TGFb SMAD3 inh: blocks TGF-b signaling; HepG2 CAGA-GFP TGF-b/SMAD3 reporter, GFP fluorescence, 18 h; TGF-beta stimulated, 500 pg/mL final; Potency, µM (highest dose often 46.1 µM), without a hit: top-dose activity, negative = inhibition, actives largely listed as inhibitors; 410,000 compounds, 1.2% hits; further: on the % scale 0 is the no-effect control and ±100 the full control effect; nearly all actives have a fitted effect of over 65% in size
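HEPG2 CAGA-GFP cells (1000/well, DMEM with 1% FBS) were pre-incubated 2 h at 37 degrees C, given compound by pin tool, then stimulated with TGF-beta at 500 pg/mL final for 18 h before per-cell GFP fluorescence imaging.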
A549 tox: A549 cytotoxicity, counter-screen for Nrf2 inhibitors; A549 ARE-Fluc cells, CellTiter-Fluor viability, 18-24 h; Potency, µM (titrated, usually from 46 µM), inactives show top-dose activity change, negative = cytotoxicity, actives largely listed as inhibitors; 390,000 compounds, 0.16% hits; AID 504648; further: on the % scale 0 is the no-effect control and ±100 the full control effect
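A549 ARE_Fluc cells in 5% FBS OPTI-MEM were exposed to compounds in concentration-response for 18-24 h at 37 deg C. Viability was read by CellTiter-Fluor fluorescence (Ex 405/Em 525) after 30 min, before the luciferase read.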
ATXN2 expr inh: inhibitors of ATXN2 expression | HEK-293 ATXN2-luciferase reporter, luminescence, 24 h | Potency, µM (top dose mostly 57 µM), inactives show top-dose activity change, negative = inhibition, most hits filed as inhibitors | 360,000 compounds, 0.72% hits | AID 1745845; further: on the % scale 0 is the no-effect control and ±100 the full control effect; nearly all actives have a fitted effect of over 55% in size
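ATXN2-luciferase reporter cells (luciferase flanked by upstream and downstream ATXN2 gene portions) were treated 24 h at 37 °C with compounds at up to 57 uM. SteadyGlo luminescence gave expression; GF-AFC fluorescence gave viability.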
MCF10A rerep: inducers of DNA re-replication in MCF 10A breast cells | MCF 10A DNA re-replication, Hoechst nuclear intensity, 48 h | 350,000 compounds, 2.9% hits | Potency, µM (highest dose often 46.1 µM), without a hit: at the top dose activity, positive = re-replication, usual class: activators; further: % of control where 0% means no effect; nearly all actives have a fitted effect of over 50% in size
Nrf2 ARE act: activators of Nrf2 (ARE) signaling. AREc32 ARE-luciferase reporter (MCF7-derived line), luminescence, 24 h. Potency, µM (titrated, usually from 46.1 µM), for the others: at the top dose activation, most hits filed as activators. 410,000 compounds, 0.31% hits. AID 624171; further: % of control where 0% means no effect; nearly all actives have a fitted effect of over 65% in size
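Quantitative high-throughput format: AREc32 reporter cells, 1000 per well, received compound by pin transfer and were incubated 24 hr at 37 deg C, 5% CO2, before Steady-Glo luminescence detection.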
S2 tox: reduces viability in counter-screen for ATXN expression inhibitors; S2 cells (HEK-293 line with an ATXN2-luciferase reporter) viability, CellTiter-Fluor protease fluorescence, 24 h; Potency, µM (doses to about 56.7 µM), usual class: cytotoxic; 400,000 compounds, 0.49% hits; further: nearly all actives have a fitted effect of over 40% in size
* marks the source's active call; other numbers are inactive results; i = inactive; ? = inconclusive; / = not tested or not shown; & = joins results of further samples; [ ] = dose if it differs, or a comment. The call rests on the fitted dose curve; in most records, active means well fitted curve in the direction sought with a large enough effect; inconclusive means small, poorly fitted or top-dose-only effect, or another doubt; inactive means no such curve, though single readings can be large; an effect the other way counts as inactive or inconclusive. Potency means the concentration at half of the fitted maximal effect.

SMILES	EPAC2 antag	Nrf2 inh	HepG2 tox	TGFb SMAD3 inh	A549 tox	ATXN2 expr inh	MCF10A rerep	Nrf2 ARE act	S2 tox
O=C(O)C(Cc1ccccc1)Nc1ccc([N+](=O)[O-])cc1[N+](=O)[O-] (configuration not stated)	-5%	-9%	-11%	-1%	-4%	22%	1%	9.6%	i
CCc1ccc(NC(=O)CSc2nnc(-c3cccs3)n2CC)cc1	-5%	?	-20%	-14%	-1%	-14%	4%	1.9%	i
Cc1ccccc1OCC(=O)N1CCN(C(=O)COc2ccccc2C)CC1	4%	-3%	-17%	-3%	-1%	-10%	-33%[inhibitor]	-0.2%	i
CCCN1C(=O)/C(=C/c2c(N3CCNC(=O)C3CC(=O)OCC)nc3c(C)cccn3c2=O)SC1=S (configuration not stated)	9%	21µM*	6%	78%[activator]	?	?	?	-0.9%	/
C[C@H](NC(=O)c1ccccc1)C(=O)OCC(=O)c1c[nH]c2ccccc12	3%	-8%	-1%	4%	-2%	4%	4%	-0.2%	i
O=C(CSc1ccc(-c2nc3ccccc3[nH]2)cn1)Nc1ccc(S(=O)(=O)NC2CC2)cc1	2%	13%	-51%	-18%	-5%	35%[activator]	?	4.6%	i
O=C(Cn1cnc([N+](=O)[O-])c1)NCCc1ccccc1	-2%	-36%	1%	-5%	-1%	-5%	-5%	1.9%	i
CCOc1ccc(NC(=O)CCS(=O)(=O)c2ccc3c(c2)CCCN3C(C)=O)cc1	-4%	7%	-23%	24%	-1%	-4%	-14%	-0.4%	i
Cc1c(Cl)cnc(NC(=O)COC(=O)Cc2coc3ccc4ccccc4c23)c1Cl	-3%	2%	-5%	2%	-3%	-6%	-14%	-0.3%	i
CCCCn1c(N)c(N(CCOC)C(=O)c2ccc(Cl)c(S(=O)(=O)N3CCCCC3)c2)c(=O)[nH]c1=O	-1%	9%	5%	-3%	-7%	11%	-1%	-0.6%	?
O=C(O)c1ccc(/C=N/NC(=O)c2cc3c(ccc4ccccc43)o2)cc1	2%	6%	2%	2%	10%	5%	2%	0.0%	i
CCC1Oc2ccccc2N(CC(=O)NC2CC2)C1=O (configuration not stated)	4%	0%	-5%	-10%	2%	-4%	-1%	0.2%	i
CCOC(=O)C1=CCN(S(=O)(=O)c2ccccc2Cl)C1c1ccc(Cl)c(Cl)c1 (configuration not stated)	?	/	-24%	?	/	?	/	14%	?
CCOc1ccc(NC(=O)c2ccc(N)cc2)cc1	7%	12%	-2%	8%	-2%	8%	-1%	-1.9%	i
Cc1c(C(=O)O)cccc1-c1ccc(/C=N/Nc2ccc(Br)cc2)o1	0%	26%	9%	50%[activator]	1%	19%	18µM*	4.6%	i
O=C(COc1ccccc1[N+](=O)[O-])NCc1cccnc1	-4%	-7%	2%	0%	13%	-1%	6%	0.5%	i
COc1ccc(CNC(=O)C2COc3ccccc3O2)c(OC)c1 (configuration not stated)	-7%	?	-6%	-6%	10%	27%	3%	3.8%	i
Cn1c(SCc2nc3ccccc3[nH]2)nnc1-c1cccs1	2%	-12%	-14%	-21%	-9%	0%	7%	2.7%	i
COc1ccc(Cl)cc1NC(=O)c1cnccn1	-1%	-13%	-47%	-16%	1%	/	-1%	13µM*	i
CCc1nc(SCC(=O)NNC(=O)c2ccc(C)cc2)c2ccccc2n1	0%	11%	-22%	-17%	3%	-7%	?	0.5%	i
CCOC(=O)C1CCCN(C(=O)C2CC(=O)N(c3ccc(C)cc3)C2)C1 (configuration not stated)	-1%	10%	-19%	-5%	-1%	-5%	15%	-0.6%	i
COc1ccc(/C=C/C(=O)OC(C)CN2CCCCC2)cc1 (configuration not stated)	9%	1%	6%	-5%	3%	-1%	4%	0.2%	i
Nc1nnc(SCC(=O)OCC(=O)Nc2ccc(Br)cc2)s1	0%	7%	-13%	-9%	5%	-2%	-1%	2.0%	i
COc1cc([N+](=O)[O-])cc(/C=N/NC(=O)c2cc(C)nc3ccccc23)c1O	-2%	5%	-43%	-10%	-15%	/	?	-2.2%	i
Cc1ccc(NC(=O)c2ccccc2)cc1C	1%	0%	-12%	?	-1%	27%	1%	9.1%	i

Arranged by value in Nrf2 ARE act (falling): some entries from above
Structure | EPAC2 antag | TGFb SMAD3 inh | Nrf2 ARE act
O=C(CSc1ccc(-c2nc3ccccc3[nH]2)cn1)Nc1ccc(S(=O)(=O)NC2CC2)cc1 | 2% | -18% | 4.6%
Cc1c(Cl)cnc(NC(=O)COC(=O)Cc2coc3ccc4ccccc4c23)c1Cl | -3% | 2% | -0.3%
CCOC(=O)C1CCCN(C(=O)C2CC(=O)N(c3ccc(C)cc3)C2)C1 (configuration not stated) | -1% | -5% | -0.6%
CCOc1ccc(NC(=O)c2ccc(N)cc2)cc1 | 7% | 8% | -1.9%

The listing picks up; the 2 compounds before the break are reprinted first.
SMILES	EPAC2 antag	Nrf2 inh	HepG2 tox	TGFb SMAD3 inh	A549 tox	ATXN2 expr inh	MCF10A rerep	Nrf2 ARE act	S2 tox
COc1cc([N+](=O)[O-])cc(/C=N/NC(=O)c2cc(C)nc3ccccc23)c1O	-2%	5%	-43%	-10%	-15%	/	?	-2.2%	i
Cc1ccc(NC(=O)c2ccccc2)cc1C	1%	0%	-12%	?	-1%	27%	1%	9.1%	i
COc1ccc(OCc2nc(C#N)c(NCc3ccccc3Cl)o2)cc1	/	-9%	-47%	?	7%	-35%	/	-0.1%	i
Cc1c(Cl)cnc(NC(=O)CSc2n[nH]c(N)n2)c1Cl	13%	1%	-11%	17%	-2%	/	-1%	-0.1%	?
O=C(NC1CCCCCC1)c1ccc(N2CCCC2=O)cc1	11%	?	-17%	1%	-7%	-4%	0%	-0.1%	i
CCCc1ccc(OCc2nc(-c3ccc(NC(=O)c4cccs4)cc3)no2)cc1	4%	3%	-10%	-4%	3%	40%[activator]	?	0.3%	?
Cc1c(NS(=O)(=O)c2ccc3nc(COc4ccccc4Cl)[nH]c3c2)c(=O)n(-c2ccccc2)n1C	3%	21%	12%	21%	7%	7%	1%	0.5%	?
COc1ccc(NC(=O)c2oc3ccc(S(=O)(=O)N4CCOCC4)cc3c2C)cc1	-17%	-23%	3%&-3%	-2%&4%	2%&0%	?	6%	0.8%&2.8%	i
CC(C)CC(=O)Nc1ccc(C(=O)NNC(=O)C(c2ccccc2)c2ccccc2)cc1	12%	-7%	6%	-20%	1%[1.84 µM]	1%	?	0.0%	i
O=C(NCCc1ccccc1)c1nn(-c2ccc(F)cc2)nc1CO	/	7%	5%	0%	3%	/	/	0.0%	/
Cc1ccccc1C(=O)Oc1ccc(Br)cc1C(=S)N1CCCC1	6%	-21%	3%	-7%	/	-16%	-4%	2.4%	i
COc1cc(C(=O)NC(C)c2ccc3ccccc3c2)cc(Cl)c1O (configuration not stated)	-17%	4%	-1%	7%	6%	-18%	15%	0.0%	i
CCOc1ccc(NC(=O)C/C(C)=N/NC(=O)c2cnccn2)cc1	-1%	13%	-6%	-10%	-1%	29%	?	-0.4%	i
C[C@@H]1COC(=O)[C@@H](Cc2ccc(F)cc2)C/C=C\C[C@@H](CC(=O)N(CCO)Cc2ccccc2)C(=O)N1	-2%	-6%	-26%	?	-1%	2%	34%	0.5%	i
O=c1c(Oc2ccccc2)coc2cc(O)cc(O)c12	0%	5%	7%	21%	6%	8%	-14%	-0.1%	i
O=C(CSc1nc(-c2cccs2)cc(C(F)(F)F)n1)NCc1ccco1	6%	-29%	-2%	13%	1%	-11%	-6%	6.1%	?
COC(=O)c1c(C)cc(O)c(C=O)c1O	9%	-9%	-15%	0%	3%	2%	3%	-0.6%	i
Cc1nc(CSc2nnc(Nc3cccc(C)c3C)s2)cs1	-2%	-5%	0%	3%	-2%	5%	17%	0.4%	i
COc1cccc(/C=C/C(=C2/C(=O)N(c3ccccc3)N=C2C)c2ccc(C)cc2)c1OC	-12%	4%	0%	3%	0%	-2%	-1%	-0.3%	i
CC(=O)N1CCSc2ccc(S(=O)(=O)Nc3cccc(C)c3)cc21	-7%	?	-23%	-22%	-3%	-18%	0%	-0.3%	i
Cc1ccc(-c2c(C#N)c(N)nc3c2CCCC3)o1	2%	-12%	-20%	-3%	13%	-18%	20%	0.5%	i
COc1cccc(NC(=O)C(=O)N/N=C(\C)CC(=O)Nc2ccc(NC(C)=O)cc2)c1	-2%	3%	-14%	-5%	-4%	/	-7%	4.7%	i
Cc1ccc(NC(=O)CSc2nnc(-c3ccccn3)n2N)c(Br)c1	10%	-1%	-12%	-13%	-9%	-17%	-3%	5.1%	i
COc1ccc(C(=O)NCCCN2CCOCC2)cc1Br	-16%	?	-13%	-1%	?	36%	?	-0.2%	i
CSc1ccc(/C=N\NC(=O)COc2ccc(Cl)cc2Br)cc1	-1%	-57%	-47%	13%	-23%	-9%	13µM*	0.3%	i
CC(=O)NCCC(=O)N1CCCC(N2CCN(c3cccc(Cl)c3)CC2)C1 (configuration not stated)	6%	13%	-20%	-10%	-1%	31%	17%	-0.3%	i
Nc1nnnn1/N=C/c1ccc(Cl)cc1	-1%	2%	-20%	-3%	0%	4%	-8%	-0.4%	i
(more compounds)
SMILES	EPAC2 antag	Nrf2 inh	HepG2 tox	TGFb SMAD3 inh	A549 tox	ATXN2 expr inh	MCF10A rerep	Nrf2 ARE act	S2 tox
Cc1cc(C)nc(Nc2ccccc2F)n1	-4%	-2%	3%	1%	0%	-2%	5%	-0.4%	i
COc1cccc(C(=O)O/N=C(\N)CS(=O)(=O)c2ccccc2)c1	-13%	?	-1%	0%	-4%	52%[activator]	-25%	-0.2%	i
O=C(Nc1ccc(CN2CCCCC2)cc1)c1cccc(Br)c1	0%	3%	-5%	5%	-5%	-11%	?	7.8%	i
CCN(CC)C(=O)CSc1nnc(NC(=O)CCc2ccccc2)s1	17%	-4%	-2%	0%	0%	2%	7%	-0.3%	i
Cc1ccc(-c2nnc(Nc3ccc(C(N)=O)cc3)c3ccccc23)cc1S(=O)(=O)NCC1CCCO1 (configuration not stated)	0%	8%	-2%	-10%	-2%	11%	?	0.4%	i
COc1ccc(NS(=O)(=O)c2ccc(NC(=O)C(CCSC)NC(N)=O)cc2)cc1 (configuration not stated)	3%	10%	2%	0%	-1%	3%	3%	-0.5%	i

Screening data (PubChem BioAssay)

Not all compounds are listed; count on the stated rates, not on these rows.
